FadD28 binding: inhibitors of FadD28 bisubstrate probe binding, primary screen, biochemical, fluorescence polarization, single point | Mycobacterium tuberculosis FadD28 fatty-acid-AMP ligase | inhibition, % at 12.5 µM | actives 0.22% (n = 360,000) | AID 588549, 2011; in the data active = inhibition above about 8.5%, passing the limit was not always enough; inconclusive = no clear call, values can overlap the other calls
Mtb FBA inh: Mtb FBA enzyme inhibitors, primary screen, biochemical, fluorescence, strain H37Rv. inhibition, % at 1 µM. purified M. tuberculosis FBA, fluorescence read-out. AID 588726, 2011. actives 2.3% (n = 360,000); in the data active = inhibition above about 27%;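 note: 0% = vehicle and 100% = reference inhibitor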
Target sequence (P9WQA3 whole entry, looked up): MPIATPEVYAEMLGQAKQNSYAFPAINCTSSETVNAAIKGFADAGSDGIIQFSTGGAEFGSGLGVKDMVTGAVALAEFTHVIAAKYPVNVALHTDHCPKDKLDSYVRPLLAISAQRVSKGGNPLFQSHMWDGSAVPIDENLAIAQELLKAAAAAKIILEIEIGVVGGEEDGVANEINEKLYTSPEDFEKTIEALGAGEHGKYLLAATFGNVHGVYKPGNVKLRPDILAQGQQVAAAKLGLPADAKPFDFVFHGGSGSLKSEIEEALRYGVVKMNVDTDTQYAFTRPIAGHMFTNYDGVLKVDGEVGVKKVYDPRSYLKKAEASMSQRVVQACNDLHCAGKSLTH
GDH-TPI inh: GDH-TPI coupling enzyme inhibitors, primary screen, artefact control for M. tuberculosis FBA inhibitor project, biochemical, absorbance, full deck. AID 588335, 2011. actives 1.2% (n = 360,000). GDH-TPI coupled enzyme counterscreen, NADH absorbance. inhibition, % at 4.8 µM;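 note: 0% = DMSO wells and 100% = wells lacking the enzyme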
BoNT-A LC inh2: BoNT/A light chain protease inhibitors, primary screen, biochemical, flow cytometry, MLPCN library | inhibition, % at 10 µM | multiplex microsphere protease substrate cleavage | actives 0.17% (n = 360,000) | Botulinum neurotoxin type A light chain protease (Clostridium botulinum A str. ATCC 3502); in the data active = inhibition above about 30%; inconclusive = no clear call, values can overlap the other calls; note: plate controls were buffer without enzyme for full effect and enzyme alone for no effect
BoNT F protease: BoNT/F light chain protease inhibitors, primary screen, biochemical, flow cytometry, MLPCN library | inhibition, % at 10 µM | actives 0.22% (n = 360,000) | AID 588497, 2011 | Multiplex microsphere protease cleavage assay; in the data active = inhibition above about 35%, passing the limit was not always enough; inconclusive = no clear call, values can overlap the other calls; note: plate controls were buffer without enzyme for full effect and enzyme alone for no effect
PrPC TRFRET: inhibitors of human cell surface prion protein PrPC, primary screen, cell-based, TR-FRET. AID 720596, 2013. Major prion protein (Homo sapiens), P04156. TR-FRET read-out. inhibition, % at 13.8 µM. actives 0.43% (n = 370,000); in the data active = inhibition above about 24%; note: 0% = median of the test wells and 100% = reference compound wells
Mtb UGM inh: M. tuberculosis UGM enzyme inhibitors, primary screen, biochemical, fluorescence polarization, single point; purified UGM, fluorescence polarization probe displacement; actives 0.06% (n = 320,000); inhibition, % at 10 µM; UDP-galactopyranose mutase (Mycobacterium tuberculosis (strain ATCC 25618 / H37Rv)), …; in the data active = inhibition above about 10%, passing the limit was not always enough; inconclusive = no clear call, values can overlap the other calls
Target sequence (P9WIQ1 whole entry, looked up): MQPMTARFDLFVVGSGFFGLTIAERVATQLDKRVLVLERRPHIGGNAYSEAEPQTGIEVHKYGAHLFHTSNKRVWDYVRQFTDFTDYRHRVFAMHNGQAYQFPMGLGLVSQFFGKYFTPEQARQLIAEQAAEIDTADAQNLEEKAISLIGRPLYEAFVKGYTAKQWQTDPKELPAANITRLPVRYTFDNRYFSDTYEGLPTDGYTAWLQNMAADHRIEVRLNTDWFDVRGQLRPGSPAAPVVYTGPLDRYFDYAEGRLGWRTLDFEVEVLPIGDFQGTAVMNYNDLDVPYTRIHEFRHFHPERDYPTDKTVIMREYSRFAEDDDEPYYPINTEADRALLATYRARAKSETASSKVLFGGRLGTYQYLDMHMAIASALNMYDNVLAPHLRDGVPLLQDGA
BioA inh: M. tuberculosis BioA enzyme inhibitors, primary screen, biochemical, plate reader, single point, HTS; purified M. tuberculosis BioA enzyme; inhibition, % at 9.99 µM; actives 0.096% (n = 360,000); in the data active = inhibition above about 40%; inconclusive = no clear call, values can overlap the other calls
CCHF vOTU inh: CCHFV vOTU protease inhibitors, primary screen, biochemical, Pep-AMC substrate, fluorescence | inhibition, % at 11.5 µM | actives 0.55% (n = 370,000) | AID 651958, 2012; note: 0% = vehicle wells with enzyme and 100% = no enzyme wells
The depositor's hits bear a star; u = inconclusive; x = no result given. Cut-off read from the data, not from the text of the source, unless noted: active = inhibition above about 30%; inactive = the rest. Random draw from the library, and some 4.8% of all compounds hit somewhere here.

SMILES	FadD28 binding	Mtb FBA inh	GDH-TPI inh	BoNT-A LC inh2	BoNT F protease	PrPC TRFRET	Mtb UGM inh	BioA inh	CCHF vOTU inh
CC1CCN(c2ccc3c(c2)S(=O)(=O)c2cccc(C(=O)NCc4ccc(F)cc4)c2C3=O)CC1	1.1	-3	-2	8.2	-1	-1	7.4	-3.9	10
Cc1csc(NC(=O)CCc2c(C)nc3cc(-c4ccc(Cl)cc4)nn3c2C)n1	-4.2	4	2	-0.9	-4	-1	4.6	1.0	-6
O=C(NNC(=O)c1ccccc1-n1cccc1)c1ccccc1	2.5	8	-8	-0.2	1	3	-2.4	0.1	6
COc1cc(OC)cc(C(=O)N(Cc2cc3cc(C)ccc3[nH]c2=O)C(C)C)c1	-5.2	-4	8	-0.4	-8	-2	-1.2	x	-1
CSc1ccc(NC(=O)c2cccnc2)cc1C#N	-6.9	-2	2	0.1	-5	8	4.2	17	11
CC(=O)c1c[nH]c(C(=O)NCC2CCCO2)c1 (stereo not drawn)	-2.2	1	-4	1.1	7	1	2.9	x	-4
Nc1nonc1-n1nnc(C(=O)N/N=C/c2cccc(Cl)c2Cl)c1CN1CCCC1	-4.4	-7	-12	-3.9	-15	-4	2.8	-1.3	7
CC(=O)N1CCC(=O)N(C(C)C)c2ccccc21	-0.8	2	5	-1.0	-8	-6	-1.6	x	-6
Cc1csc(NC(=O)CSc2nnc(-c3cc(C)on3)o2)n1	1.2	0	16	-1.1	-4	-6	1.5	0.3	-8
CC(C)NC(=O)c1cc2c(s1)CCCC2	-0.2	-4	1	0.1	-20	-2	4.4	x	11

Already shown: entries from further up.
SMILES	FadD28 binding	Mtb FBA inh	GDH-TPI inh	BoNT-A LC inh2	BoNT F protease	PrPC TRFRET	Mtb UGM inh	BioA inh	CCHF vOTU inh
CC(=O)N1CCC(=O)N(C(C)C)c2ccccc21	-0.8	2	5	-1.0	-8	-6	-1.6	x	-6
Cc1csc(NC(=O)CSc2nnc(-c3cc(C)on3)o2)n1	1.2	0	16	-1.1	-4	-6	1.5	0.3	-8
CC(C)NC(=O)c1cc2c(s1)CCCC2	-0.2	-4	1	0.1	-20	-2	4.4	x	11

The results go on:
SMILES	FadD28 binding	Mtb FBA inh	GDH-TPI inh	BoNT-A LC inh2	BoNT F protease	PrPC TRFRET	Mtb UGM inh	BioA inh	CCHF vOTU inh
COc1ccc(OC)c2c1CC(C)(C)NC2=O	1.8	74*	-3	-1.1	-6	-6	-3.2	-0.4	-40
Cc1ccc(S(=O)(=O)NCCSc2ncccn2)cc1	-3.1	-5	-3	-0.7	1	0	-0.5	x	-10
O=C(COC(=O)c1ccc([N+](=O)[O-])o1)c1ccccc1	-2.6	-5	-6	0.6	1	-30	-0.6	0.1	6
CCN(CC)C(=O)c1ccc(NC(=O)CCCSc2ccccc2)cc1	-1.5	0	0	-0.6	-8	0	0.4	-1.5	9
CCCc1nc2ccc(C)cn2c1Cc1cccc(Cl)c1	-7.1	27*	x	0.9	0	0	x	0.2	3
OCCCN1c2ccccc2Nc2nnc(-c3ccccc3)cc21	-16	4	-14	-0.6	-7	-7	1.5	3.8	2
COc1ccc(C(CNC(=O)c2ccc(NS(=O)(=O)c3ccccc3)cc2)N2CCOCC2)cc1 (stereo not drawn)	-1.6	1	-4	-2.0	-6	-2	x	-0.4	2
Clc1ccc(CNc2ncnc3[nH]ncc23)cc1Cl	-5.6	2	-4	-0.2	-2	18	x	x	0
Fc1ccc(CSc2ccc3nnc(-c4cccnc4)n3n2)cc1	-4.0	2	-5	-0.2	-4	-6	0.5	x	-11
O=C(COc1ccc(Cl)cc1)NN=C1CCCCCCC1	-2.1	0	0	-1.6	-5	4	-0.3	3.6	-8
OCCCNCc1ccc(-c2ccccc2)cc1	0.2	1	-3	0.2	-8	-8	-0.4	-1.5	-16
CN(C(=O)C12CC3CC(CC(C3)C1)C2)C1(C)CCS(=O)(=O)C1 (stereo not drawn)	-2.5	-3	9	-0.3	-5	-4	0.6	-0.1	-6
COCCn1nnnc1C(c1ccc(OC)cc1OC)N1CCN(c2ccccc2)CC1 (stereo not drawn)	-2.2	1	6	0.3	-11	3	0.8	-1.7	8
CC1(C)CC(=O)C=C(NCCc2ccc(S(N)(=O)=O)cc2)C1	-2.5	0	-1	-0.6	-23	-1	-0.1	0.2	4
CCN(c1cccc(C)c1)S(=O)(=O)c1ccc2c(c1)NC(=O)CS2	-4.2	-3	-6	-1.0	-2	14	-1.3	4.4	7
O=C(Cn1c(=O)n(-c2ccc(F)cc2)c(=O)c2sccc21)N1CCCC1	-2.2	1	8	-2.3	-17	-4	-0.2	0.8	-33
Cc1ccc(NC(=O)CCS(=O)(=O)c2cccc3nonc23)c(Br)c1	-1.2	1	6	1.1	4	-30	-0.6	-1.9	2
CN(C)c1ccc2nc3ccc(=O)cc-3sc2c1	u	0	11	3.9	-3	-34	x	0.9	76*
CC1CCCCC12NC(=O)N(CC(=O)N1CCN(c3ccccc3)CC1)C2=O (stereo not drawn)	-0.6	-1	0	5.8	u	-3	0.2	-1.1	5
CCCN(CC(=O)Nc1ccccc1C)C(=O)c1ccc(N2CCCC2=O)cc1	-3.6	0	-2	0.5	6	-1	-5.3	-0.2	-4

Part of the list above, comma-delimited:
SMILES,FadD28 binding,Mtb FBA inh,GDH-TPI inh,BoNT-A LC inh2,BoNT F protease,PrPC TRFRET,Mtb UGM inh,BioA inh,CCHF vOTU inh
Cc1ccc(NC(=O)CCS(=O)(=O)c2cccc3nonc23)c(Br)c1,-1.2,1,6,1.1,4,-30,-0.6,-1.9,2
CN(C)c1ccc2nc3ccc(=O)cc-3sc2c1,u,0,11,3.9,-3,-34,x,0.9,76*
CC1CCCCC12NC(=O)N(CC(=O)N1CCN(c3ccccc3)CC1)C2=O (stereo not drawn),-0.6,-1,0,5.8,u,-3,0.2,-1.1,5
CCCN(CC(=O)Nc1ccccc1C)C(=O)c1ccc(N2CCCC2=O)cc1,-3.6,0,-2,0.5,6,-1,-5.3,-0.2,-4

Additional structures.
SMILES	FadD28 binding	Mtb FBA inh	GDH-TPI inh	BoNT-A LC inh2	BoNT F protease	PrPC TRFRET	Mtb UGM inh	BioA inh	CCHF vOTU inh
O=C(Nc1ccccc1N1CCN(C(=O)c2ccc(Cl)cc2)CC1)c1cccc([N+](=O)[O-])c1	-2.4	0	-4	-0.9	0	-8	3.7	-1.0	-7
O=C(NCC1CCCO1)c1cncc(Br)c1 (stereo not drawn)	-3.2	-2	-8	0.4	-2	1	-0.4	x	-11
CC(C)Oc1ccc(F)cc1-c1cc(C(=O)N2CCc3ccccc3C2)[nH]n1	-2.5	3	15	0.1	-3	3	x	-3.1	5
CN(C)C(=O)N1CCN(C(=O)N(C)C)CC1	-0.8	-2	16	0.2	-6	2	0.6	x	-5
O=C(NC1CCCCC1)c1ccccc1NC(=O)C1CC(=O)N(c2ccccc2)C1 (stereo not drawn)	1.3	1	7	-0.3	5	9	-0.1	-1.6	7
O=C(CSc1ccc(-c2ccccc2)nn1)NCC1CCCO1 (stereo not drawn)	-0.6	5	4	-0.2	2	-2	1.7	x	9
C=CCN1C(=O)C(Cc2cccc(Cl)c2)S/C1=N/N=C/c1ccco1 (stereo not drawn)	-1.0	1	18	-0.7	-17	-7	-2.1	-3.4	-3
CC(C)CNC(=O)C1CCN(Cc2ccc(OCc3ccccc3)cc2)CC1	-4.0	2	-11	-0.4	2	-7	-1.2	0.2	6
O=C(c1cc2ccccc2o1)N(Cc1ccco1)Cc1cccs1	-4.6	-1	-2	1.3	-9	-8	-2.5	0.1	0
CC(C)[C@H](NC(=O)[C@H](Cc1ccccc1)n1c(=O)[nH]c2ccccc2c1=O)C(=O)N1CCC[C@@H]1C(=O)O	-2.2	6	16	-0.2	2	5	0.7	-1.3	-2
COc1cc2c(cc1OC)C(C)N(C(=O)Cn1ncc3c1-c1ccccc1OC3)CC2 (stereo not drawn)	0.6	5	9	-0.8	-4	7	-5.9	0.5	3
C=CCNC(=O)N1CCC(CO)(Cc2ccc(Cl)cc2)CC1	-0.2	9	1	-1.0	-4	5	-1.3	2.0	-3
Cn1cc(S(=O)(=O)NCc2cccs2)c(=O)n(C)c1=O	-0.2	-2	-3	-0.2	-3	9	-4.0	-0.2	-2
C[n+]1ccn(CC(=O)c2ccc(Br)cc2)c1	-1.5	-5	4	0.0	-3	-3	-1.0	x	2
O=C(C1CCCN(S(=O)(=O)c2ccccc2)C1)N1CCCCC1 (stereo not drawn)	-3.1	-2	-3	-2.7	-7	0	4.0	0.8	-3
CCCc1nnc(NC(=O)C(CC)OC(=O)c2cc(C)nc3ccccc23)s1 (stereo not drawn)	-5.2	2	0	-1.3	-12	4	1.9	-0.9	-3
COc1ccccc1Cc1c(-c2ccccc2)nc2ccc(Br)cn12	-10	2	x	19	-1	5	x	-1.1	8
O=C1OCCC1Sc1nc2ccccc2c(=O)n1-c1ccc(F)cc1 (stereo not drawn)	-0.3	5	3	0.3	-3	2	-1.5	2.3	0
O=c1cc(O)c2sc(Nc3ccc(Cl)c(F)c3)nc2[nH]1	-1.8	1	30	-0.8	-11	0	1.4	-3.7	-21
O=C(O)CCCC(=O)NCCCCc1ccccc1	0.4	2	5	-0.4	-3	6	0.6	-0.7	-5
CC12CN3CC(C)(CN(C1)C3c1ccccc1Cl)C2O (stereo not drawn)	-1.1	2	-2	-0.2	-6	5	0.6	-1.0	4
CCn1nc(NS(=O)(=O)c2ccc(NC(C)=O)cc2)c2cc3cc(C)ccc3nc21	1.1	-4	1	1.5	-2	-5	1.0	1.9	9
COc1ccc(-c2cc3nc(-c4ccccc4)cc(N4CCN(C(=O)c5ccsc5)CC4)n3n2)cc1	-2.2	3	-3	-0.9	-2	-1	x	-1.4	-6
CCOC(=O)c1c(NC(=O)N/N=C/c2ccccc2OCC)sc(C(C)=O)c1C	-0.5	-3	5	-1.0	3	-1	x	2.4	-2
O=C(c1cc(C2CCCCN2C(=O)CCCc2ccccc2)on1)N1CCOCC1 (stereo not drawn)	-0.3	-3	4	0.0	5	-3	x	0.3	8
Cc1[nH]nc2c1C(c1ccccc1F)NC2=O (stereo not drawn)	-2.9	-3	5	0.5	-3	-3	-0.2	1.3	21
CC(C)(C)c1ccc(C(=O)NCCCn2ccnc2)cc1	0.6	-1	-3	-2.1	u	3	-3.3	0.1	-9
CC(C)C(=O)Nc1cccc(-c2nc3ccccc3c(=O)o2)c1	-3.1	1	1	0.8	5	-7	5.2	1.1	-2
CCN(CC)S(=O)(=O)c1ccc(N2CCOCC2)c(NC(=O)COc2ccccc2C)c1	-3.1	0	-5	0.0	9	-6	-0.3	1.0	2
COCc1cc(C)nc(OCC(=O)N/N=C/c2ccco2)c1C#N	-0.2	23	23	-0.8	-3	-8	0.9	x	-12
O=C(O)c1ccc(Cl)c(S(=O)(=O)Nc2ccc3cn[nH]c3c2)c1	-3.1	1	4	-1.8	-9	9	2.7	x	13
CSCCC(NC(=O)c1ccc(Cl)cc1)C(=O)OCC(=O)c1ccc[nH]1 (stereo not drawn)	-1.0	4	4	0.4	-2	4	-0.7	x	-12
O=C(NCCSSCCNC(=O)c1ccccc1)c1ccccc1	0.5	2	6	0.2	-3	-6	x	x	6
Cc1ccc2c(c1)N(C(=O)CCC(=O)NCCCN1CCOCC1)CCO2	-1.0	0	1	-0.7	-6	2	0.6	-3.6	-8
CC(=O)NC(CC(=O)Nc1nc(-c2ccc(N(C)S(C)(=O)=O)cc2)cs1)c1ccccc1 (stereo not drawn)	-1.3	3	10	1.0	9	3	1.3	-2.1	10
CSc1ccc(/C=N\NC(=O)CC(=O)NC(C)C)cc1	-0.3	4	7	0.1	2	1	8.9	x	2
Cc1cccc(Cn2c(SCCN3CCCCC3)nc3c2c(=O)[nH]c(=O)n3C)c1	-3.2	6	3	-0.1	-4	4	0.2	-1.2	5
O=S(=O)(c1ccc(=S)[nH]c1)N1CCCC1	-0.4	0	6	0.0	-1	-5	0.7	-1.0	3
